NPC1 promoter act – qHTS Assay for NPC1 Promoter Activators; Huh7 NPC1 promoter luciferase reporter, 24 h; Potency, µM (highest dose often 9.22 µM), for the others: at the top dose activation, actives largely listed as activators; 320,000 tested, 2.4% active;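 further: potency means the concentration at half of the fitted maximal effect; % of control where 0% means no effect; nearly all actives have a fitted effect of over 60% in size; reporter is driven by a mutant NPC1 promoter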
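Luminescence from an NPC1 promoter-driven luciferase reporter in stably transfected Huh7 cells was measured after 24 h compound treatment at 37 °C, followed by 10 min ambient incubation with luciferase detection reagent.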
PKM2 act – qHTS Assay for Activators of Human Muscle isoform 2 Pyruvate Kinase. purified PKM2, Kinase-Glo ATP luminescence, activation; response scale: 0% is enzyme alone, no compound. Potency, µM (titrated, usually from 57.5 µM), for the others: at the top dose activation, hits mostly activators. 260,000 tested, 0.34% active. AID 1631, 2009; further: potency means the concentration at half of the fitted maximal effect; on the % scale 0 is the no-effect control and ±100 the full control effect; nearly all actives have a fitted effect of over 55% in size
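Kinase-Glo luminescence reports ATP generated from ADP (0.1 mM) and PEP (0.5 mM) by purified hPK-M2 after 1 h at room temperature, pH 7.2 imidazole buffer; intermediate enzyme activity allows detecting inhibitors and activators.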
Rab9 prom act – qHTS Assay for Rab9 Promoter Activators | Huh7 Rab9 promoter-luciferase reporter, luminescence, 24 h | Potency, µM (doses to about 9.22 µM), inactives show at the top dose activation, negative = inhibition, hits mostly activators | 320,000 tested, 2.8% active; further: potency means the concentration at half of the fitted maximal effect; % of control where 0% means no effect; nearly all actives have a fitted effect of over 60% in size
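Measured in stably transfected Huh7 cells bearing a Rab9 promoter–luciferase construct: 24 h compound treatment at 37 °C, followed by luminescence detection.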
ELG1 repair inh – qHTS screen for small molecules that inhibit ELG1-dependent DNA repair in human embryonic kidney (HEK293T) cells expressing luciferase-tagged ELG1; HEK293T ELG1-luciferase reporter, luminescence, 16 h; DNA damage induced by 5-fluorouridine; Potency, µM (top dose mostly 46.1 µM), without a hit: at the highest dose activity change, negative = inhibition, hits mostly inhibitors; 330,000 tested, 2.3% active; AID 504467, 2011; further: potency means the concentration at half of the fitted maximal effect; on the % scale 0 is the no-effect control and ±100 the full control effect; nearly all actives have a fitted effect of over 55% in size
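Reporter activity after DNA damage by 5-fluorouridine is monitored. Compound-treated cells incubate 16 hr at 37 °C, then ONE-Glo is added for 30 min before luminescence reading.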
Menin-MLL TR inh – qHTS Assay for Inhibitors Targeting the Menin-MLL Interaction in MLL Related Leukemias: Competition With Texas Red Labeled MLL-derived Mutant Peptide; Potency, µM (titrated, usually from 61.6 µM), for inactives: at the highest dose FP activity change, negative = inhibition, actives largely listed as inhibitors; 270,000 tested, 0.23% active; AID 1768, 2009; Menin + Texas Red MLL mutant peptide, fluorescence polarization; O00255; active means well fitted inhibition curve with a large enough effect in the polarisation, with a control signal flat, not every such curve was filed as active; inconclusive means small, poorly fitted or top-dose-only effect, or effect the other way, or a change in a side signal; inactive means no such curve, though single readings can be large or run the other way; the % refers to the polarisation; further: potency means the concentration at half of the fitted maximal effect; % of control where 0% means no effect; many of its hits are not listed in these tables
FLuc modulator – qHTS profiling assay for firefly luciferase inhibitor/activator using purifed enzyme and Km concentrations of substrates (counterscreen for miR-21 project); purified FLuc, Km substrates, luminescence inhibition; AID 588342, 2011; Potency, µM (doses to about 57.5 µM), for inactives: top-dose activity change, negative = inhibition, usual class: inhibitors; Luciferin 4-monooxygenase (Photinus pyralis), P08659; 360,000 tested, 6.9% active;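 further: potency means the concentration at half of the fitted maximal effect; plate controls were vehicle for no effect and reference inhibitor for full effect; nearly all actives have a fitted effect of over 55% in size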
Target sequence (P08659 whole entry, looked up): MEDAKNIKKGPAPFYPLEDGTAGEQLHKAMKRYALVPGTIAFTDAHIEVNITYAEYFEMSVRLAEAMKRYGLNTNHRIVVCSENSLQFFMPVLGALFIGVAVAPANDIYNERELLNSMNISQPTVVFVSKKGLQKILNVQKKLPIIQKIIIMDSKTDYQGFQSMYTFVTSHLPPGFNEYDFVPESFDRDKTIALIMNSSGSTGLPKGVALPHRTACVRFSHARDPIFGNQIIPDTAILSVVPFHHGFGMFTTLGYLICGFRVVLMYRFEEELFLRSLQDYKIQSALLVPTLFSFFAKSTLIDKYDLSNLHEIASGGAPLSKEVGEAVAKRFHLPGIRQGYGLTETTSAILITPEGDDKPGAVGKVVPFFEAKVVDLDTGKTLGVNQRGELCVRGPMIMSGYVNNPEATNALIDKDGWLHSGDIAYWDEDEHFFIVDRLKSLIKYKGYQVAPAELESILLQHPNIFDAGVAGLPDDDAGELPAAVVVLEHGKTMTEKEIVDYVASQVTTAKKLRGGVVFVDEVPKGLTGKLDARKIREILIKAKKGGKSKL
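Purified P. pyralis luciferase (10nM final) with 10uM D-luciferin and 10uM ATP (Km levels) in 50mM Tris acetate pH 7.5, 10mM Mg acetate, 0.01% Tween-20, 0.05% BSA; qHTS 6-point titration, ~60 µM downward; luminescence read.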
RORgamma inh – qHTS for inhibitors of ROR gamma transcriptional activity; Nuclear receptor ROR-gamma (Mus musculus), P51450; Drosophila S2 Gal4-RORgamma UAS-luciferase reporter, 20 h; Potency, µM (doses to about 53.6 µM), inactives show at the highest dose activity change, negative = inhibition, actives largely listed as inhibitors; 310,000 tested, 5.4% active; AID 2551, 2010; further: potency means the concentration at half of the fitted maximal effect; on the % scale 0 is the no-effect control and ±100 the full control effect; nearly all actives have a fitted effect of over 60% in size
Target sequence (P51450 whole entry, looked up, the tested form may be a part): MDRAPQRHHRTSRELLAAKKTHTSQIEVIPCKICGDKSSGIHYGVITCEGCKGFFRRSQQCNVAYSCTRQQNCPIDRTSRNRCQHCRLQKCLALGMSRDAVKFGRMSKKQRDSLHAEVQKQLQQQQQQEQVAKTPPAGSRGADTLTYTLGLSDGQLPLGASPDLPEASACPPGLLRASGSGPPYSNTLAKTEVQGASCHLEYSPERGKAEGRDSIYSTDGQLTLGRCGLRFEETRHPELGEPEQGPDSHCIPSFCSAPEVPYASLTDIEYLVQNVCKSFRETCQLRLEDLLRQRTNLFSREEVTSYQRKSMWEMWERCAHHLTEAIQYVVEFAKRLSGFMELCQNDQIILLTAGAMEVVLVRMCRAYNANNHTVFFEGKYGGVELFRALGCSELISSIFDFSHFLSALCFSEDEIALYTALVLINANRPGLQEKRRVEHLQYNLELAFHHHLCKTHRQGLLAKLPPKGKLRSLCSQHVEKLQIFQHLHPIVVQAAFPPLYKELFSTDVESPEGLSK
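Using a luciferase readout, inhibitors were identified by reduced reporter activity in Drosophila cells coexpressing a copper-inducible Gal4–ROR gamma fusion and UAS-driven Photinus luciferase, incubated 20 hr after 700 uM copper sulfate.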
KCNH2 3.1 inh – qHTS for Inhibitors of KCHN2 3.1: Mutant qHTS; U2OS KCNH2 3.1, thallium flux FluxOr; stronger effect = lower value; AID 720553, 2013; activity change, % (tested at about 1.8 µM); Potassium voltage-gated channel subfamily H member 2, brain isoform KCNH2 3.1 (human); 340,000 tested, 0.95% active;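 active means maximum activity change below -70%; inconclusive means maximum activity change from -70% to -50%; inactive means maximum activity change above -50%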;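 further: thallium influx rate constant from kinetic fluorescence after stimulation buffer; on the % scale 0 is the no-effect control and ±100 the full control effect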
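We transduce U2OS cells with the mutant 3.1 virus, culture them overnight, load FluxOr with Red40 quencher for 45 min, then add stimulation buffer and read kinetically for 2 min to derive a normalized rate constant.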
MBNL1 CUG block – qHTS Assay for Inhibitors of MBNL1-poly(CUG) RNA binding; Muscleblind-like protein 1 (Homo sapiens), Q9NR56; TR-FRET MBNL1-His/biotin-(CUG)12 binding, 665/545 ratio; Potency, µM (doses to about 57.5 µM), for the others: top-dose activity change, negative = inhibition, actives largely listed as inhibitors; 280,000 tested, 0.036% active; AID 2675, 2010; active means well fitted inhibition curve with a large enough effect in the signal ratio, with a control signal flat, not every such curve was filed as active; inconclusive means small, poorly fitted or top-dose-only effect, or effect the other way, or a change in a side signal; inactive means no such curve, though single readings can be large or run the other way; the % refers to the signal ratio; further: potency means the concentration at half of the fitted maximal effect; on the % scale 0 is the no-effect control and ±100 the full control effect
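TR-FRET between His-tagged MBNL1 and biotin-(CUG)12 RNA, detected with Tb anti-His antibody (0.055 ng/ul) and streptavidin-XL665 (5 nM), 60 min at room temperature. Compounds titrated 92 nM to 58 uM; 665/545 nm ratio normalized to buffer and complex controls.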
Mito fusion act – qHTS Assay for Small Molecule Inhibitors of Mitochondrial Division or Activators of Mitochondrial Fusion. S. cerevisiae fusion-defective mutant growth rescue, CellTiterGlo 48 h. Potency, µM (highest dose often 46.1 µM), without a hit: top-dose growth rescue (activation), most hits filed as activators. 320,000 tested, 0.23% active;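 further: potency means the concentration at half of the fitted maximal effect; % of control where 0% means no effect; nearly all actives have a fitted effect of over 45% in size; temperature-sensitive fusion mutants such as fzo1-1 at 37 °C on non-fermentable ethanol glycerol medium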
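Read-out: ATP-based luminescence (CellTiterGlo, 10 min ambient) reporting growth of fusion-defective ts yeast after 48 hours at 37C on glycerol/ethanol YPEG medium in the presence of compound.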
VP16 counter – VP16 counterscreen qHTS for inhibitors of ROR gamma transcriptional activity | Potency, µM (highest dose often 53.6 µM), without a hit: at the highest dose activity, negative = inhibition, most hits filed as inhibitors | 310,000 tested, 3.5% active | Drosophila S2 Gal4-VP16 UAS-luciferase, luminescence, 20 h;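 further: Gal4-VP16 expression switched on by copper sulfate through the metallothionein promoter; potency means the concentration at half of the fitted maximal effect; on the % scale 0 is the no-effect control and ±100 the full control effect; nearly all actives have a fitted effect of over 50% in size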
Starred values were filed as active, the others as inactive; ? = inconclusive; / = no result given; & = joins results of further samples; ! = repeats disagree; [ ] = dose if it differs, or a comment. Unless noted, the call rests on the fitted dose curve; in most records, active means well fitted curve in the direction sought with a large enough effect; inconclusive means small, poorly fitted or top-dose-only effect, or another doubt; inactive means no such curve, though single readings can be large; an effect the other way counts as inactive or inconclusive. The list is partial (hit frequency here may not be typical).

Results follow in this order: Mito fusion act	KCNH2 3.1 inh	NPC1 promoter act	VP16 counter	ELG1 repair inh	RORgamma inh	Menin-MLL TR inh	FLuc modulator	Rab9 prom act	MBNL1 CUG block	PKM2 act
CC(=O)OCc1cc2cc(C)ccc2[nH]c1=O
 : 0%	-1	2%	-5%	12%	1%	-12%	1%	1%	2%	-4%
CCC(C)(O)c1[nH]c2ccc(C#N)cc2c1C (stereo not given)
 : 0%	7	-3%	16%	-9%	?	15%	0%	0%	9%	-1%
CN1C(C(=O)Nc2ccccn2)=C(O)c2ccccc2S1(=O)=O
 : 16µM*!	4	0%[46.1 µM]	4%	18%	16%	-13%	?	-4%[46.1 µM]	43%&-7%[activator]	-3%&1%
Fc1ccc(Br)cc1SCCc1ccncc1
 : 1%	-15	1%	2%	-11%	-27%	-18%	-11%	-1%	3%	/
C=CCc1cccc2cc(C(=O)Nc3ccc(NC(C)=O)cc3)c(=O)oc12
 : 4%	-9	-2%	-4%	20%	9%	28%	2%	16%	4%	-7%
CCn1nnnc1SCC(=O)N(C1CCCCC1)C1CCCCC1
 : 11%	-11	-6%	-2%	-14%	3%	?	7%	2%	4%	2%
O=C(NC(=S)Nn1cnnc1)c1ccccc1Cl
 : -5%	-5	-5%	-3%	-5%	-21%	-8%	-3%	-1%	5%	-8%
Cc1nc2ccc(NC(=O)c3ccco3)cc2s1
 : -5%	/	?	11%	?	19%	0%	?	2.8µM*	3%	0%
O=C(NCc1cccnc1)c1ccc(COc2ccccc2Cl)cc1
 : -2%	6	-1%	?	?	-40%	12%	?	-2%	-3%	2%
COC(CNC(=O)C(=O)Nc1ccc2c(c1)N(S(=O)(=O)c1cccs1)CCC2)OC
 : 1%	1	-9%	/	-14%	/	/	-3%	-2%	/	/
COC(C[C@@H](O)[C@@H](C)[C@H](O)COCc1ccccc1)OC
 : 23%	6	-5%	0%	10%	16%	/	-1%	-2%	-2%	-1%
OC(CCN1CCOCC1)(c1ccc(Cl)cc1)C1CCCCC1 (stereo not given)
 : -18%	-3	-2%	-2%	-10%	-23%	11%	5%	-4%	-2%	4%
CCCn1nc(C(=O)NNC(=O)c2cccc(S(=O)(=O)NC(C)C)c2)c2ccccc2c1=O
 : 1%	/	-1%	11%	?	-4%	/	4%	0%	-8%	0%
CCS(=O)(=O)N1CCC(C(=O)NCCc2ccc(OC)c(OC)c2)CC1
 : 0%	-2	-3%	-4%	-4%	5%	18%	1%	-5%	-11%	-7%
O=C1CCCC2=C1C(c1cccs1)n1nc(SCc3ccccc3F)nc1N2 (stereo not given)
 : 6%	-5	-6%	-2%	?	?	17%	6%	-2%	-4%	11%
N#Cc1ccc(N2Cc3ccccc3C2=NC(=O)c2cccnc2Cl)cc1
 : 1%	-12	19%	6%	?	40%	3%	?	?	5%	3%
CC(Oc1ccc(C#N)cc1)C(=O)Nc1ccc(-n2cnnn2)cc1 (stereo not given)
 : -7%	-10	-2%	/	11%	/	/	-2%	-7%	/	/
C=CCSc1nc2c(c(=O)n(C)c(=O)n2C)n1CC
 : 3%	13	-3%	9%	1%	-3%	-14%	3%[2.3 µM]	1%	-7%	3%
COc1cccc(CNC(=O)CCC2CCCN(C(=O)c3cccnc3SC)C2)c1 (stereo not given)
 : 9%	-4	0%	14%	11%	?	/	-4%	5%	-1%	/
CC(C)CCn1nc(C(=O)Nc2nc3c(s2)CCCC3)c2ccccc2c1=O
 : 11%	6	-9%	?	?	-15%[10 µM]	-5%	-13%	-6%	/	-7%
Cc1ccc(S(=O)(=O)N(C)c2ccc(C(=O)NCCc3ccccc3)cc2)cc1
 : -2%	-6	29%	/	?	/	1%	?	?	-1%	0%
COc1ccc(/C=C/c2nc(-c3ccccc3O)n[nH]2)cc1OC
 : ?	2	?	?	?	-31%	?	12µM*	?	17%	3%
Cc1cc2cc(CNC(=O)c3ccc(C)c([N+](=O)[O-])c3)ccc2[nH]1
 : -6%	6	2%	1%	?	?	?	?	-2%	?	?
O=C(O)CNC(=O)/C(=C\c1cccc([N+](=O)[O-])c1)NC(=O)c1ccco1
 : -3%	-9	0%	6%	5%	-20%	/	-9%	-5%	?	-12%
C=C(C)COc1ccc(-c2n[nH]c(C)c2-c2ccc(Br)cc2)c(O)c1
 : 6%	-4	-31%[inhibitor]	4.5µM*	?	3.2µM*	?	7%	0%	-5%	-7%
NC(=O)NOCc1cccc(Cl)c1
 : -3%	24	-9%	-6%[10 µM]	6%	-4%	10%	1%	-2%	-12%	-2%
COc1ccc(CC(=O)Oc2ccc(F)c(F)c2)cc1S(=O)(=O)N1CCOCC1
 : 1%	18	-2%	/	21%	/	/	-1%	-7%	/	/
COc1ccc(C(=O)NCc2ccc3c(c2)cc(C)n3C)cc1
 : -5%	13	7%	-10%	4%	7%	?	?	11%	40%[activator]	-5%
CCOC(=O)c1ccc(NC(=O)CN(c2ccc(C)cc2)S(=O)(=O)c2c(C)nn(C)c2C)cc1
 : 7%	8	-1%	1%	?	-10%	/	6%	-2%	0%	0%
O=C(Nc1ccc(S(=O)(=O)Nc2ccc(F)cc2)cc1)c1ccc(CN2CCOCC2)cc1
 : 15%	-11	-36%[inhibitor]	?	?	?	?	-6%	-39%[inhibitor]	-34%	-5%
O=C(CCNS(=O)(=O)c1ccccc1)OCC(=O)c1ccc(Cl)cc1
 : -2%	5	0%	/	?	/	/	3%	-6%	/	/
Clc1ccc(CON/C=N/c2ncnc3sccc23)cc1
 : -18%	-7	-4%	?	?	28%	10%	-11%	-7%	0%	2%
COc1ccc2nc(/N=C(\N)NC(=O)Nc3ccccc3)nc(C)c2c1
 : 6%	-10	2%	?	-17%	-25%	-2%	27µM*	0%	?	-10%
CCOc1ccc(NC(=S)NC(=O)c2c(Cl)cnn2CC)c([N+](=O)[O-])c1
 : 14%	7	-4%	?	1%	7.9µM*	7%	1%	-5%	?	8%
Cc1ccc(CC(=O)CCc2ccccc2)cc1
 : -2%	16	0%	/	?	/	/	?	3%	/	/
Oc1ccccc1/C=N/NC1=NCCCCC1
 : 3%	-4	1.4µM*	8%	?	?	-22%	13µM*	2.2µM*	5%	-3%
Cc1ccc(Cn2c(SC(C)C(N)=O)nc3ccccc3c2=O)cc1 (stereo not given)
 : -11%	0	-7%	-12%	-8%	?	8%	-1%	-2%	-1%	0%
COc1ccccc1C1c2[nH]c3ccccc3c2CCN1Cc1ccc(NC(C)=O)s1 (stereo not given)
 : -6%	-18	1%	2%	0%	23%	/	2%	-2%	0%	1%
COCCCNC(=O)CC(NS(=O)(=O)c1ccc(Cl)cc1)c1ccco1 (stereo not given)
 : -7%	-3	1%	5%	-1%	2%	13%	4%	1%	3%	-1%
O=C(OCc1csc(-c2ccccc2)n1)C1=NN(c2ccccc2)C(=O)CC1
 : 2%	27	12%	/	?	/	/	?	14%	/	/
CN(C)c1ccc(C(CNS(=O)(=O)c2ccc([N+](=O)[O-])cc2)N2CCCC2)cc1 (stereo not given)
 : 7%	-2	-3%	/	10%	/	/	-1%	-1%	/	/
